Myeloid diff MLP – promotes myeloid progenitor differentiation. calls only at 10 µM. 1% of 360,000 active. ER-HoxA9 myeloid progenitors, lysozyme-GFP differentiation, flow cytometry;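 active means normalized GFP-positive differentiation at or above the plate's own cutoff, the solvent-only control mean plus 3 SD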;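 further: cells exposed to compound for four days before flow analysis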
Lipid droplet – hepatic lipid droplet formation modulation | inhibition, % at 6.5 µM | AML12 mouse hepatocytes, oleate lipid droplets, BODIPY imaging | 0.4% of 240,000 active;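 active means lipid droplet intensity inhibited by at least 50%, with more than 500 cells counted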
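material = mouse AML12 hepatocyte cell line, fixed after treatment | also added = 100 µM oleic acid challenge | doses = compound at 6.5 µM only | schedule = overnight exposure | technique = Image-based BODIPY and DAPI two-channel analysis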
Insulin prom up – MIN6 insulin promoter up-regulation; MIN6 insulin promoter-GFP reporter, high-content imaging; hits give high values; z-score at 5 µM; 0.3% of 190,000 active; AID 1625;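 active means z-score above 3 at 5 µM with at least 500 cells counted in the well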
T cell HTS – T cell immune modulation candidate; 2C CD8+ T cell-vesicle binding, flow cytometry; hits give low values; calls only at 7 µM; 0.068% of 330,000 active; AID 2052;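 active means response, share of CD8 T cells binding vesicles, and their 90th percentile fluorescence all below set limits, cut at about 80% in these data, passing the limit was not always enough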
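incubation = binding step 1.5 h, 37 °C, antibody labelling 20 min, ice | test system = 2C mouse CD8+ T cells | read-out basis = percent CD8+ FL2 mean versus row control | controls = Peptide-free naked vesicles (low) and QL9 vesicles with 0.7% DMSO vehicle (high) | detection = flow cytometry of vesicle-bound cells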
MT stabilizer – stabilizes microtubules in HeLa cells; % tubulin-high responders, % at 10 µM; 0.83% of 200,000 active; HeLa tubulin immunostaining HCS, 24 h; share of cells brighter than vehicle mean+2SD;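 active means plate Z-score above 3 for both tubulin-high and condensed-nucleus cell shares, with cell loss under 80%, at 10 µM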;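 further: anti alpha tubulin signal scored within the nucleus-defined area of each cell; some results filed as inactive read as strong as hits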
West Nile virus CPE – inhibition of WNV-induced cytopathic effect – cell-based, CPE readout (AID 1621) | West Nile virus-infected cells, CPE inhibition; higher % means a stronger effect | CPE inhibition, % at 10 µM; hits with a dose series show IC50 in µM | 0.02% of 290,000 active; in the data active means a potency from the dose series; further: strong numbers were not always called active
Autophagy mod – modulators of autophagy. MEF GFP-LC3 puncta imaging; test concentration mostly 10 µM. calls only at 10 µM (by protocol). 0.98% of 190,000 active;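 active means percentage of spot-positive cells more than 3 SD above its plate mean, without a fluorescence outlier flag or 80% toxicity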;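 further: spot-positive cell cutoff set from DMSO-treated cells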
WT yeast gro inh – growth inhibition of WT yeast, mitochondrial fusion screen. mitochondrial fusion phenotypic screen, WT strain. inhibition, % at 10 µM. 2.1% of 190,000 active; in the data active means inhibition above about 58%; tested in S. cerevisiae
bCat nuc transl – modulators of beta-catenin nuclear translocation; HeLa beta-catenin nuclear translocation, immunofluorescence imaging; nuclear translocation activity, % at 5 µM; 0.3% of 190,000 active;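 active means nuclear translocation activity above 50% at 5 µM, with a well cell count of 50 or more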;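 further: per-cell ratio of nuclear to cytoplasmic median beta-catenin stain intensity; plate controls were DMSO negative control for no effect and GSK-3 inhibitor IX positive control for full effect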
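Technique: fluorescence imaging of beta-catenin antibody stain plus DAPI / Material: human HeLa cell line / Incubation: compound treatment 24 h, 37°C, 5% CO2 / Read-out basis: % activation of per-cell nuclear versus cytoplasmic median beta-catenin signal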
WT yeast gro inh mutant strain – recorded beside WT yeast gro inh, whose call it bears; inhibition, %; mitochondrial fusion phenotypic screen, mutant strain inhibition
Insulin prom up cell count – second read-out of Insulin prom up, no call of its own (marks repeat the call); cell count; measured here: cytotoxicity, nuclei count;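 total cells summed across four imaged fields per well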
Lipid droplet cells 6.5 µM – further read-out of Lipid droplet, marked with its call; cell count; measured here: cell count, cytotoxicity flag;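 cells counted across two imaged fields per well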
bCat nuc transl cell count 5 µM – recorded beside bCat nuc transl, whose call it bears; cell count; measured here: cell count, cytotoxicity flag
T cell HTS vesicle-bound % – recorded beside T cell HTS, whose call it bears; double positive events, %; measured here: CD8+ vesicle-bound cell fraction;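 binding gate set so that unloaded-vesicle control wells show 10% double positive cells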
MT stabilizer Hoechst-high % – recorded beside MT stabilizer, whose call it bears; % Hoechst-high responders; measured here: nuclear condensation Hoechst responders;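 share of cells brighter than vehicle mean plus two SD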
MT stabilizer cytotoxicity % – further read-out of MT stabilizer, marked with its call; toxicity, %; measured here: cytotoxicity by cell density;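 0% = mean cell density of plate MIN control wells and 100% = no cells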
Autophagy mod cell loss 18 h – further read-out of Autophagy mod, marked with its call; toxicity, %; measured here: cell loss, nuclei count;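 cell loss after 18 h compound exposure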
Myeloid diff MLP GFP+ MAC1+ % – also measured in Myeloid diff MLP; calls as there; GFP+ MAC1+ double positive, %; measured here: differentiation confirmed by MAC1 staining
Active calls of the source: *.

Screening CCOc1ccccc1NC(=O)C1=C(C)NC(=S)NC1c1cccs1 (stereo not drawn) returned Myeloid diff MLP inactive, Lipid droplet 1, Insulin prom up -0.02, T cell HTS inactive, MT stabilizer 7.3, West Nile virus CPE -1.2%, Autophagy mod inactive, WT yeast gro inh -7, bCat nuc transl -3.5, WT yeast gro inh mutant strain -7, Insulin prom up cell count 977, Lipid droplet cells 6.5 µM 698, bCat nuc transl cell count 5 µM 561, T cell HTS vesicle-bound % 0, MT stabilizer Hoechst-high % 2.6, MT stabilizer cytotoxicity % 2.9, Autophagy mod cell loss 18 h 1 and Myeloid diff MLP GFP+ MAC1+ % 1.7.
For O=C(O)c1cc(N2C(=O)CCC2=O)ccc1Cl the results were Myeloid diff MLP inactive, Lipid droplet -2, T cell HTS inactive, West Nile virus CPE 0.1%, Lipid droplet cells 6.5 µM 870, T cell HTS vesicle-bound % 42 and Myeloid diff MLP GFP+ MAC1+ % 0.8.
`CCOc1ccc(C(C(=O)NCC2CCCO2)N(C(=O)c2snc(C(N)=O)c2N)c2ccccc2F)cc1` (stereo not drawn) gave Myeloid diff MLP inactive, Lipid droplet 0, T cell HTS inactive, West Nile virus CPE -0.1%, Lipid droplet cells 6.5 µM 815, T cell HTS vesicle-bound % 39 and Myeloid diff MLP GFP+ MAC1+ % 0.3.
Screening CC(=O)C1=C(O)C(=O)N(CCCN2CCOCC2)C1c1ccccc1[N+](=O)[O-] (stereo not drawn) returned Lipid droplet -14, Insulin prom up 0.73, T cell HTS inactive, West Nile virus CPE 0.5%, bCat nuc transl -0.6, Insulin prom up cell count 935, Lipid droplet cells 6.5 µM 712, bCat nuc transl cell count 5 µM 1435 and T cell HTS vesicle-bound % 29.
`Cc1ccccc1-c1nnn(CC(=O)NCc2ccc3c(c2)OCO3)n1` gave Myeloid diff MLP inactive, Insulin prom up 0.67, T cell HTS inactive, MT stabilizer 2.5, West Nile virus CPE 0.0%, Autophagy mod inactive, WT yeast gro inh 13, bCat nuc transl -3.6, WT yeast gro inh mutant strain 12, Insulin prom up cell count 1117, bCat nuc transl cell count 5 µM 869, T cell HTS vesicle-bound % 24, MT stabilizer Hoechst-high % 1.6, MT stabilizer cytotoxicity % 11, Autophagy mod cell loss 18 h -7 and Myeloid diff MLP GFP+ MAC1+ % 0.7.
`CCN(c1c(C)n(C)n(-c2ccccc2)c1=O)S(C)(=O)=O` gave Myeloid diff MLP inactive, Lipid droplet 14, Insulin prom up 0.87, T cell HTS inactive, MT stabilizer 4.1, West Nile virus CPE -0.2%, Autophagy mod inactive, WT yeast gro inh 22, WT yeast gro inh mutant strain 25, Insulin prom up cell count 1246, Lipid droplet cells 6.5 µM 666, T cell HTS vesicle-bound % 23, MT stabilizer Hoechst-high % 1.5, MT stabilizer cytotoxicity % 5.3, Autophagy mod cell loss 18 h 0 and Myeloid diff MLP GFP+ MAC1+ % 0.7.
`O=C(Nc1nn[nH]n1)c1ccc(S(=O)(=O)N2CCCCC2)cc1` gave Myeloid diff MLP inactive, Lipid droplet 10, Insulin prom up -0.09, T cell HTS inactive, MT stabilizer 5.0, West Nile virus CPE -0.1%, Autophagy mod inactive, WT yeast gro inh -9, bCat nuc transl -6.2, WT yeast gro inh mutant strain 8, Insulin prom up cell count 1223, Lipid droplet cells 6.5 µM 689, bCat nuc transl cell count 5 µM 1148, T cell HTS vesicle-bound % 24, MT stabilizer Hoechst-high % 2.7, MT stabilizer cytotoxicity % 9.9, Autophagy mod cell loss 18 h 7 and Myeloid diff MLP GFP+ MAC1+ % 0.5.
Cc1ccc(S(=O)(=O)N2CCN(S(=O)(=O)c3ccccc3)C2c2ccc(N(C)C)cc2)cc1 (stereo not drawn) was read as Myeloid diff MLP inactive, Lipid droplet -1, Insulin prom up -0.75, T cell HTS inactive, MT stabilizer 1.8, West Nile virus CPE -0.4%, Autophagy mod inactive, WT yeast gro inh 15, bCat nuc transl 0.6, WT yeast gro inh mutant strain 12, Insulin prom up cell count 942, Lipid droplet cells 6.5 µM 720, bCat nuc transl cell count 5 µM 1110, T cell HTS vesicle-bound % 27, MT stabilizer Hoechst-high % 1.9, MT stabilizer cytotoxicity % 2.5, Autophagy mod cell loss 18 h 1 and Myeloid diff MLP GFP+ MAC1+ % 1.1.
`CC(C)C(NC(=O)c1ccc(Br)cc1)C(=O)NC1=NCCS1` (stereo not drawn) gave Myeloid diff MLP inactive, Lipid droplet 18, Insulin prom up -0.1, T cell HTS inactive, MT stabilizer 3.6, West Nile virus CPE 0.1%, Autophagy mod inactive, WT yeast gro inh 21, bCat nuc transl -1.8, WT yeast gro inh mutant strain 11, Insulin prom up cell count 1380, Lipid droplet cells 6.5 µM 685, bCat nuc transl cell count 5 µM 1005, T cell HTS vesicle-bound % 58, MT stabilizer Hoechst-high % 2.7, MT stabilizer cytotoxicity % 3.9, Autophagy mod cell loss 18 h -26 and Myeloid diff MLP GFP+ MAC1+ % 0.2.
For OCc1cc(-c2ccc(Cl)c(Cl)c2)on1 the results were Myeloid diff MLP inactive, Lipid droplet -18, Insulin prom up -0.09, T cell HTS inactive, MT stabilizer 4.6, West Nile virus CPE -1.4%, Autophagy mod inactive, WT yeast gro inh 9, bCat nuc transl 0.4, WT yeast gro inh mutant strain 6, Insulin prom up cell count 1377, Lipid droplet cells 6.5 µM 716, bCat nuc transl cell count 5 µM 1431, T cell HTS vesicle-bound % 26, MT stabilizer Hoechst-high % 2.1, MT stabilizer cytotoxicity % 5.8, Autophagy mod cell loss 18 h 12 and Myeloid diff MLP GFP+ MAC1+ % 0.5.
`CCOC(=O)c1ccc([N+](=O)[O-])cc1NC(C)=O` gave Myeloid diff MLP inactive, Lipid droplet 1, Insulin prom up -0.07, T cell HTS inactive, MT stabilizer 3.6, West Nile virus CPE -0.4%, Autophagy mod inactive, WT yeast gro inh 1, bCat nuc transl 0.1, WT yeast gro inh mutant strain -3, Insulin prom up cell count 1227, Lipid droplet cells 6.5 µM 616, bCat nuc transl cell count 5 µM 493, T cell HTS vesicle-bound % 47, MT stabilizer Hoechst-high % 2.5, MT stabilizer cytotoxicity % 12, Autophagy mod cell loss 18 h -7 and Myeloid diff MLP GFP+ MAC1+ % 0.8.
COc1cccc(CNC(=O)c2ccncc2)c1 was read as Myeloid diff MLP inactive, Lipid droplet 2, T cell HTS inactive, West Nile virus CPE 0.4%, Lipid droplet cells 6.5 µM 666, T cell HTS vesicle-bound % 62 and Myeloid diff MLP GFP+ MAC1+ % 2.9.
Screening COc1cccc(NC(=O)c2ccc3c(SCC(=O)O)c4c(nc3c2)CCCC4)c1 returned Myeloid diff MLP inactive, Lipid droplet 9, Insulin prom up -0.59, T cell HTS inactive, MT stabilizer 3.4, West Nile virus CPE 0.3%, Autophagy mod inactive, WT yeast gro inh -1, bCat nuc transl -0.1, WT yeast gro inh mutant strain -14, Insulin prom up cell count 1262, Lipid droplet cells 6.5 µM 713, bCat nuc transl cell count 5 µM 1094, T cell HTS vesicle-bound % 16, MT stabilizer Hoechst-high % 1.2, MT stabilizer cytotoxicity % 15, Autophagy mod cell loss 18 h 34 and Myeloid diff MLP GFP+ MAC1+ % 1.1.
`Cc1ccc2nc(-c3ccccc3C)oc(=O)c2c1` gave Myeloid diff MLP inactive, Lipid droplet 4, T cell HTS inactive, West Nile virus CPE 0.7%, Lipid droplet cells 6.5 µM 782, T cell HTS vesicle-bound % 59 and Myeloid diff MLP GFP+ MAC1+ % 0.9.
Screening O=C(C1CCCN1S(=O)(=O)c1ccc(Cl)cc1)N1CCOCC1 (stereo not drawn) returned Myeloid diff MLP inactive, Lipid droplet -29, Insulin prom up 0.85, T cell HTS inactive, MT stabilizer 2.9, West Nile virus CPE -0.3%, Autophagy mod inactive, WT yeast gro inh -9, WT yeast gro inh mutant strain 5, Insulin prom up cell count 1133, Lipid droplet cells 6.5 µM 509, T cell HTS vesicle-bound % 14, MT stabilizer Hoechst-high % 1.5, MT stabilizer cytotoxicity % 2.4, Autophagy mod cell loss 18 h -6 and Myeloid diff MLP GFP+ MAC1+ % 0.7.
For COc1ccc(F)cc1S(=O)(=O)Nc1ccncc1 the results were Myeloid diff MLP inactive, Lipid droplet 2, T cell HTS inactive, West Nile virus CPE 0.0%, Lipid droplet cells 6.5 µM 807, T cell HTS vesicle-bound % 56 and Myeloid diff MLP GFP+ MAC1+ % 0.4.
Screening COc1ccc(CC(=O)NCc2cn3ccsc3n2)cc1 returned Myeloid diff MLP inactive, Lipid droplet 21, Insulin prom up 0.44, T cell HTS inactive, MT stabilizer 2.6, West Nile virus CPE 0.0%, Autophagy mod inactive, WT yeast gro inh -2, WT yeast gro inh mutant strain -4, Insulin prom up cell count 956, Lipid droplet cells 6.5 µM 808, T cell HTS vesicle-bound % 9, MT stabilizer Hoechst-high % 2.1, MT stabilizer cytotoxicity % 13, Autophagy mod cell loss 18 h -4 and Myeloid diff MLP GFP+ MAC1+ % 1.1.

2 entries picked at random from those above, as already listed:
`CC(C)C(NC(=O)c1ccc(Br)cc1)C(=O)NC1=NCCS1` (stereo not drawn) gave Myeloid diff MLP inactive, Lipid droplet 18, Insulin prom up -0.1, T cell HTS inactive, MT stabilizer 3.6, West Nile virus CPE 0.1%, Autophagy mod inactive, WT yeast gro inh 21, bCat nuc transl -1.8, WT yeast gro inh mutant strain 11, Insulin prom up cell count 1380, Lipid droplet cells 6.5 µM 685, bCat nuc transl cell count 5 µM 1005, T cell HTS vesicle-bound % 58, MT stabilizer Hoechst-high % 2.7, MT stabilizer cytotoxicity % 3.9, Autophagy mod cell loss 18 h -26 and Myeloid diff MLP GFP+ MAC1+ % 0.2.
COc1cccc(CNC(=O)c2ccncc2)c1 was read as Myeloid diff MLP inactive, Lipid droplet 2, T cell HTS inactive, West Nile virus CPE 0.4%, Lipid droplet cells 6.5 µM 666, T cell HTS vesicle-bound % 62 and Myeloid diff MLP GFP+ MAC1+ % 2.9.

High-throughput results deposited in PubChem BioAssay by several laboratories.
